# Rab2A wt mod: changes GTP binding to wildtype dog Rab2A, up or down | P61105 | GST-Rab2 wt beads, Bodipy-GTP binding, flow cytometry | GTP binding activity, % at 10 µM | actives 0.19% (n = 190,000) | AID 760;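 active means GTP binding activity at least 20 points away from 100%, either lowered or raised; inconclusive means signal likely due to the compound's own green fluorescence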;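 further: 0% = beads with excess unlabeled GTP and 100% = no-compound control corrected for plate trend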
# Pf gamet viab: kills late stage P. falciparum gametocytes. AID 743093. actives 0.065% (n = 150,000). P. falciparum stage V gametocytes, ATP luminescence, 24 h. inhibition, % at 10.9 µM;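 active means inhibition above the mean plus 3 SD of compounds within the control limits, set per campaign, cut at about 38% in these data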;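 further: 0% = DMSO wells and 100% = medium only without gametocytes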
# Rac1 wt GTP bind: human Rac1 wildtype GTP binding, inhibitors and activators | P63000 | GST-Rac1 beads, fluorescent GTP binding, flow cytometry; actives lie on both sides; 0 = cold GTP competed, 100 = untreated | GTP binding activity (% of control), % at 10 µM | actives 0.27% (n = 190,000);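 active means GTP binding activity at least 20 points away from the 100% control level, either lower or higher; inconclusive means compound flagged as likely green fluorescent, judged across all proteins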
# Rab7 wt GTP bind: dog Rab7 wildtype GTP binding, inhibitors and activators; actives 0.055% (n = 190,000); GST-Rab7 beads, fluorescent GTP binding, flow cytometry; actives lie on both sides; untreated = 100%, excess cold GTP = 0%; GTP binding activity (percent of control), % at 10 µM;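 active means fluorescent GTP binding to Rab7 beads changed by at least 20 points from the 100% baseline, either direction, mostly lower; inconclusive means compound itself probably fluorescent, or too few beads counted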;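 further: median green fluorescence of bound Bodipy-FL-GTP per Rab7 bead population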
# Rac1 act GTP bind: human Rac1 activated mutant GTP binding change. GST-Rac1 activated beads, fluorescent GTP binding, flow cytometry; actives lie on both sides; 100% means binding = to untreated wells. actives 0.11% (n = 190,000). percent activity (GTP binding), % at 10 µM. P63000. AID 764;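 active means GTP binding at least 20 percentage points away from the 100% baseline, in either direction, so actives lie on both sides; inconclusive means Compound likely fluorescent itself, or too few beads counted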
# Mcl1-Bid inh: Mcl-1/Bid interaction inhibition. Q07820. TR-FRET Mcl-1/Bid-Dy647 peptide binding, 1536-well. inhibition, % at 21.7 µM. actives 0.97% (n = 220,000). AID 1021;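 active means compounds that cut the binding signal by more than half at the single screening dose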;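 further: His-tagged Mcl-1 with europium anti-His antibody binding Bid BH3 peptide; 0% = Mcl-1 plus peptide wells and 100% = peptide-only wells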
# Target sequence (Q07820 whole entry, looked up): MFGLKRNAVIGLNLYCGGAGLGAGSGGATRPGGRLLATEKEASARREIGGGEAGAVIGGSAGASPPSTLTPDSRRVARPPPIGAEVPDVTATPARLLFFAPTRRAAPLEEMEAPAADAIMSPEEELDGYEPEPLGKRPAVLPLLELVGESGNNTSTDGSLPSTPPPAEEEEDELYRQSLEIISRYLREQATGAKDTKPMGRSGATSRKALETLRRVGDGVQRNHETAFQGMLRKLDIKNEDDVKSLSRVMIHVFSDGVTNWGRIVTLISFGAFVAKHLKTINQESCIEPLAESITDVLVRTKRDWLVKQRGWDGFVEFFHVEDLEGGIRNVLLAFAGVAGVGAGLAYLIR
# HRas wt GTP bind: modulators of GTP binding to human HRas wildtype; actives 0.14% (n = 190,000); GST-Ras wt beads, Bodipy-FL-GTP binding, flow cytometry; actives lie on both sides; GTP binding activity, % at 10 µM;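 active means GTP binding activity at least 20% away from the 100% baseline, either lowered as inhibitor or raised as activator; inconclusive means flagged as likely green fluorescent, judged across all proteins in the well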;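 further: 0% = unlabeled GTP competition control and 100% = no-compound control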
# Target sequence (P01112 whole entry, looked up): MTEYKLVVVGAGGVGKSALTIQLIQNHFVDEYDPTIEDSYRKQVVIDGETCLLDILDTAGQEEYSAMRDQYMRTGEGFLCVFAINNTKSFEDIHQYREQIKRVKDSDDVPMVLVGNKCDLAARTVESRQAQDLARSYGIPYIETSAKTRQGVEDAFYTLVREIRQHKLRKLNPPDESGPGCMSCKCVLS
# Cdc42 wt GTP: changes GTP binding to wildtype human Cdc42. percent activity (GTP binding), % at 10 µM. P60953. GST-Cdc42 beads, Bodipy-GTP binding, flow cytometry; actives lie on both sides. AID 761. actives 0.2% (n = 190,000);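 active means percent activity GTP binding at least 20 points away from the 100% baseline, either down as inhibitor or up as activator; inconclusive means compound flagged as likely green fluorescent from well-wide comparison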;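 further: median bead fluorescence of bound Bodipy-FL-GTP at 100 nM; 0% = excess unlabeled GTP control and 100% = no compound control; below 100% means less GTP binding so inhibitor and above means activator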
# Target sequence (P60953 whole entry, looked up): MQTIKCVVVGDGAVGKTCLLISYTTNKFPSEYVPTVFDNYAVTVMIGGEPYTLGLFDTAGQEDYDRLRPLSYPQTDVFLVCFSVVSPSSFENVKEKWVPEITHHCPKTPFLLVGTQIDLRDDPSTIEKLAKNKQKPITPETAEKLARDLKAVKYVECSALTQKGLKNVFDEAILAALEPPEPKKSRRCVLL
# Avidin fluor: avidin bead compound fluorescence profile; Avidin beads, compound fluorescence 488/530 nm, flow cytometry; stronger effect = higher value; fluorescence (KMESF) at 10 µM; actives 0.38% (n = 220,000); AID 1775; in the data active means fluorescence above about 47; further: inactives centre near 10
# Bim-Mcl-1: human Bim-Mcl-1 interaction inhibition; Q07820; Bead-based flow cytometry, Bim peptide-Mcl-1 binding; inhibition, % at 10 µM; actives 0.1% (n = 190,000); AID 1009; in the data active means inhibition above about 40%;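 further: 0% = no compound tracer wells and 100% = peptide blocker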
# Mcl1-Noxa inh: disrupts binding of human Mcl-1 to Noxa peptide; TR-FRET Mcl-1/Noxa peptide binding, 2 h; Q07820; actives 1.5% (n = 220,000); inhibition, % at 21.7 µM;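 active means compounds that cut the protein-peptide binding signal by more than 50% relative to plate controls in a single-dose test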;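 further: His-tagged Mcl-1 with rhodamine Noxa BH3 peptide and terbium anti-His antibody; 0% = Mcl-1 plus Noxa peptide wells and 100% = peptide-only wells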
# * = called active by the depositor; ? = inconclusive; . = not tested or not shown.
SMILES,Rab2A wt mod,Pf gamet viab,Rac1 wt GTP bind,Rab7 wt GTP bind,Rac1 act GTP bind,Mcl1-Bid inh,HRas wt GTP bind,Cdc42 wt GTP,Avidin fluor,Bim-Mcl-1,Mcl1-Noxa inh
O=C(Nc1cccc2ccccc12)C1CCN(C(=O)Cc2ccccc2)CC1,100,.,102,95,102,-8,101,102,20,-5,-12
COCC(=O)n1nc(-c2ccc(C)cc2)nc1NCc1ccc(F)cc1,103,4,98,105,96,-27,97,99,8,1,17
COc1cc(CN2CCN(C(C)C)C(CCO)C2)ccc1OCc1ccccc1 (centres undefined),97,3,99,100,96,-11,99,100,10,0,12
Cc1ccc(NC(=O)CSc2nnc3ccccn23)cc1,97,-5,99,95,99,-8,97,104,10,-1,9
CCOc1ccc(C(=O)NC(=S)Nc2ccccn2)cc1[N+](=O)[O-],97,-34,104,96,102,-17,101,102,21,-2,1
O=C(c1ccc(Cl)c(S(=O)(=O)N2CCOCC2)c1)N1CCCCC1,96,-11,99,95,98,-14,94,99,26,-1,-4
COCC(C)N=Cc1c(O)[nH]c2ccccc12 (centres undefined),102,.,103,100,99,-29,101,102,10,0,-6
Cc1ccc(OCCC(=O)OCC(=O)N2c3ccccc3CC2C)cc1 (centres undefined),97,.,101,95,99,-18,97,99,6,9,5
CC(C)(C)C(=O)OCCNc1nc(-c2ccccc2)nc2ccccc12,100,-24,107,99,100,-16,102,101,13,-1,10
O=C(Nc1cc([N+](=O)[O-])ccc1N1CCCC1)c1ccco1,99,.,97,105,94,-26,96,93,9,-1,5
CCOc1ccccc1N(CC(=O)Nc1cccnc1)S(=O)(=O)c1ccc(C)cc1,100,-2,99,103,95,-11,97,98,12,-6,-8
CC(C)NS(=O)(=O)c1ccc(OCC(=O)N2CCCC2)c(Cl)c1,?,.,?,?,?,7,?,?,6,0,14
Cc1ccnc(NC(=O)c2ccc(COc3ccc(Cl)cc3)o2)c1,96,.,99,97,92,2,98,93,28,-6,1
Cc1oc(-c2ccccc2F)nc1CN1CCC(C(=O)NC2CCCc3ccccc32)CC1 (centres undefined),98,.,105,103,98,-4,99,101,15,-4,8
CCOc1ccc(CCNC(=O)COC(=O)c2cccc(OC)c2O)cc1OCC,102,.,100,100,93,-30,97,96,10,5,-9
O=C1OCCN1CCN(CN1C(=O)CCC1=O)CN1C(=O)CCC1=O,99,1,103,103,97,-8,99,99,45,-10,14
CCOc1ccccc1N1CCN(C(=O)Nc2ccc(F)c(Cl)c2)CC1,101,13,103,99,99,34,100,101,11,-8,31
Cc1nc(Nc2nc(CSc3nc4ccccc4[nH]3)cc(=O)[nH]2)nc2ccccc12,99,19,103,101,100,-32,102,101,15,-2,-89
Cc1cc(Cl)c(OCCCCN2CCOCC2)c(Br)c1,101,-29,100,98,98,14,100,98,12,-3,33
O=C(O)CCC(=O)N1CC=C(c2ccccc2)CC1,103,.,108,105,101,-15,102,101,15,-2,-9
Cc1nc(Nc2ccc(C(=O)O)cc2)nc(Nc2ccc(C(=O)O)cc2)c1[N+](=O)[O-],55*,.,62*,84,77*,-18,60*,55*,8,22,15
COc1ccc(OC)c(NC(=O)C2CCN(C(=O)c3cccs3)CC2)c1,103,3,102,107,98,-17,101,96,21,-1,12
COc1cccc(CNS(=O)(=O)c2ccc(S(=O)(=O)N3CCCC3)cc2)c1,106,-8,111,100,100,2,104,105,16,-2,0
Cc1cc(C(F)F)nn1CC(=O)N1CCSCC1,99,.,101,93,98,-8,100,101,4,0,-12
COc1ccccc1NC(=O)c1ccc(-c2ccc(Br)cc2)o1,?,-8,?,?,?,-3,?,?,7,3,-1
COc1cc(NC(=O)c2cc3c(=O)n(C)c4ccccc4c3n2C)cc(OC)c1OC,98,.,102,98,98,3,98,94,10,-1,5
CN(CC(=O)N1CC(=O)N(CCc2ccccc2)C(=O)C1)S(=O)(=O)c1cccc2nsnc12,97,20,96,99,96,-32,99,97,19,-5,9
CCC(C)(C(=O)NC1CCCC1)N(C(=O)CNC(C)=O)c1ccc(C)cc1 (centres undefined),102,.,105,100,100,1,101,102,6,2,7
S=C(NCCc1ccccc1)Nc1cnc2ccccc2c1,97,8,99,101,96,-12,98,97,10,0,10
O=C(CC1SCCNC1=O)Nc1cccc(C(F)(F)F)c1 (centres undefined),103,12,108,103,99,-1,102,101,15,-2,-1

# Next part, starting with the last 4 of the part before.
SMILES,Rab2A wt mod,Pf gamet viab,Rac1 wt GTP bind,Rab7 wt GTP bind,Rac1 act GTP bind,Mcl1-Bid inh,HRas wt GTP bind,Cdc42 wt GTP,Avidin fluor,Bim-Mcl-1,Mcl1-Noxa inh
CN(CC(=O)N1CC(=O)N(CCc2ccccc2)C(=O)C1)S(=O)(=O)c1cccc2nsnc12,97,20,96,99,96,-32,99,97,19,-5,9
CCC(C)(C(=O)NC1CCCC1)N(C(=O)CNC(C)=O)c1ccc(C)cc1 (centres undefined),102,.,105,100,100,1,101,102,6,2,7
S=C(NCCc1ccccc1)Nc1cnc2ccccc2c1,97,8,99,101,96,-12,98,97,10,0,10
O=C(CC1SCCNC1=O)Nc1cccc(C(F)(F)F)c1 (centres undefined),103,12,108,103,99,-1,102,101,15,-2,-1
CCC(C)(C)n1nnnc1C(c1cc2cc3c(cc2[nH]c1=O)OCO3)N1CCCCC1 (centres undefined),110,.,106,102,100,-9,108,109,9,0,6
CCOC(=O)Cn1nc(-c2ccccc2)c2ccccc2c1=O,102,11,107,101,100,-6,101,102,8,1,-23
CCOc1ccc(NC(=O)CSc2nnc(C)n2CCCOC)cc1,98,.,102,97,97,-5,101,100,8,0,-11
CC(=O)Nc1cccc(NC(=O)CSc2nc(C)c(C)c(C)c2C#N)c1,98,4,98,102,98,13,97,100,16,-1,0
O=C(NNC(=O)c1ccccc1Br)c1ccc(Cl)cc1,95,16,98,94,92,-3,97,96,12,-3,-4
Cc1ccc(C)c(NC(=O)CSc2c(C)n[nH]c2C)c1,94,25,92,98,91,-20,94,90,6,-4,12
O=C(COc1ccccc1)Nc1cccc(-c2nc3ccccc3[nH]2)c1,99,15,101,101,100,0,101,103,7,-5,7
Cc1onc(-c2ccccc2)c1C(=O)Nc1cccc(C#N)c1,97,.,105,100,97,-19,100,99,6,-1,-9
Cc1onc(-c2ccccc2Cl)c1C(=O)Nc1ccc(S(=O)(=O)NCC2CCCO2)cc1 (centres undefined),106,-9,101,107,100,-12,105,105,17,1,0
CCCC(=O)Nc1cccc(NC(=O)c2ccccc2Br)c1,101,.,102,101,98,-5,100,98,26,3,-3
O=C(CCC(=O)OCC(=O)c1cccc([N+](=O)[O-])c1)Nc1ccccc1Cl,101,6,98,101,98,-5,101,100,9,-2,15
COC(=O)C1=CN(C(C)C)C=C(C(=O)OC)C1c1cc(Br)c(OC)c(OC)c1,101,.,106,99,98,-8,101,98,5,20,-6
CCCN(CC1CC1)C(=O)CSc1ncnc2sc(C)c(C)c12,99,.,101,97,101,-6,98,99,10,0,9
Cn1cnnc1SCC(=O)c1ccc2c(c1)OCO2,95,.,98,99,96,-15,97,101,7,-4,7
CCOC(=O)C1CCN(C(=O)c2ccccc2NC(=O)c2ccc(Cl)cc2)CC1,102,11,103,97,101,-11,104,101,16,-4,9
CC1CCCCN1C(=O)Cn1nnc(-c2cccnc2)n1 (centres undefined),100,.,106,99,99,-10,99,101,34,-2,16
Cc1cc(C(F)F)n2nc(C(=O)Nc3sc4c(c3C#N)CCC(C)C4)nc2n1 (centres undefined),102,.,104,104,99,-38,102,103,36,-1,14
CC1CC(C)CN(C(=O)c2ccc(N3CC4CC(C3)c3cccc(=O)n3C4)c([N+](=O)[O-])c2)C1 (centres undefined),101,-9,100,95,100,-23,100,96,12,-6,-3
Cc1nc2c(C(=O)N3CCCCC3)cnn2c(C)c1Cc1ccccc1F,95,.,97,95,96,8,98,98,38,0,1
CCOc1ccc(C(=O)Nc2cc(S(=O)(=O)Nc3ccccc3Cl)ccc2N2CCOCC2)cc1,97,16,100,98,97,3,98,98,14,0,-12
Cc1cc2nn(-c3ccccc3)nc2cc1NC(=O)c1cccs1,99,8,98,98,96,30,99,99,35,0,10
COc1ccc2c(c1)[nH]c(=O)c1sc3ccccc3c12,99,.,99,100,100,-6,100,98,15,2,-15
CCN(CC)S(=O)(=O)c1cccc(C(=O)N[C@H](C(=O)Nc2nc3ccc(F)cc3s2)C(C)C)c1,97,-13,106,99,98,-4,99,105,14,-5,-13
CCOC(=O)CSc1[nH]c2cc(OC)ccc2c1[N+](=O)[O-],97,2,100,93,98,-3,95,100,12,0,12
CC(=O)C1=NOC(CNc2ncc(C(F)(F)F)cc2Cl)C1 (centres undefined),102,14,105,103,97,-3,101,100,10,0,-9
O=C(Nc1ccccc1)N(Cc1ccccc1)Cc1ccccc1,101,.,102,103,99,-4,102,104,40,-3,5
CC1=C(SCCC#N)S/C(=C2\SC(C)=C(SCCC#N)S2)S1,97,.,97,97,92,96*,98,94,8,-7,74*
CC(=O)N1CCc2cc(S(=O)(=O)CCC(=O)NCc3ccc4c(c3)OCO4)ccc21,106,.,108,105,106,-18,105,107,11,0,3

# Ordered by value in Bim-Mcl-1 (falling): some entries from above.
smiles,Rab2A wt mod,Rac1 wt GTP bind,Rab7 wt GTP bind,Rac1 act GTP bind,Mcl1-Bid inh,HRas wt GTP bind,Cdc42 wt GTP,Avidin fluor,Bim-Mcl-1,Mcl1-Noxa inh
COc1ccc2c(c1)[nH]c(=O)c1sc3ccccc3c12,99,99,100,100,-6,100,98,15,2,-15
CC(=O)N1CCc2cc(S(=O)(=O)CCC(=O)NCc3ccc4c(c3)OCO4)ccc21,106,108,105,106,-18,105,107,11,0,3
Cc1cc(C(F)F)n2nc(C(=O)Nc3sc4c(c3C#N)CCC(C)C4)nc2n1 (centres undefined),102,104,104,99,-38,102,103,36,-1,14
CC1CCCCN1C(=O)Cn1nnc(-c2cccnc2)n1 (centres undefined),100,106,99,99,-10,99,101,34,-2,16
O=C(Nc1ccccc1)N(Cc1ccccc1)Cc1ccccc1,101,102,103,99,-4,102,104,40,-3,5
CC1CC(C)CN(C(=O)c2ccc(N3CC4CC(C3)c3cccc(=O)n3C4)c([N+](=O)[O-])c2)C1 (centres undefined),101,100,95,100,-23,100,96,12,-6,-3
